# Sm TGR inh = blocks Schistosoma mansoni thioredoxin glutathione reductase. Q962Y6. purified TGR, DTNB reduction, TNB absorbance 405 nm. Potency, µM (titrated, usually from 114 µM), for the others: top-dose activity change, negative = inhibition, actives largely listed as inhibitors. actives 3% (n = 360,000); active = well fitted inhibition curve with a large enough effect; inconclusive = small, poorly fitted or top-dose-only effect; inactive = no such curve, though single readings can be large or run the other way; note: nearly all actives have a fitted effect of over 60% in size
#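 TGR 20 nM + NADPH 100 uM (dispensed conc.), cpd preinc 15 min RT; start with NADPH (500 uM addition) then DTNB (15 mM addition). Kinetic TNB absorbance, 405 nm filter. Four-parameter Hill fit across titration.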
# * marks the source's active call; other numbers are inactive results; ? = inconclusive. % is set by controls: 0 for no effect and ±100 for the full control effect; potency is the fitted concentration of half-maximal effect. Some of the compounds tested, so the mix of outcomes need not match the whole.
SMILES,Sm TGR inh
Cc1ccc2c(c1)c1c(c(=O)n(-c3ccccc3)c(=O)n1CC(=O)c1ccc(F)cc1)n2C,2%
CC1=C(C(=O)NCc2ccccc2C)C2(CCCCCC2)OC1=O,-7%
Cc1cccc(-c2nc(CSCC(=O)N3CCN(c4ccccc4)CC3)c(C)o2)c1,3%
CCC(=O)Nc1cccc(-c2nc3cc(C)ccc3o2)c1,11%
O=C(NC1CC(=O)N(c2ccc(F)cc2)C1)c1ccco1 (stereo unspecified),8%
Cn1c2ccccc2c2cnn(CC(=O)Nc3ccccc3F)c(=O)c21,0%
Cc1cc(C)c2c(n1)nn1c(C)c(CCC(=O)NCc3ccccc3Cl)c(C)nc21,-14%
Cc1nc2nc(SCC(=O)NC3CCC(C)CC3)nn2c(C)c1Cc1ccccc1Cl (stereo unspecified),3%
COc1ccc(-n2nc3c(N4CCC(C(=O)NCc5cccc(F)c5)CC4)nnc(C)c3c2C)cc1,-14%
CCOc1ccc(C2=NC(c3cccs3)=Nc3ccc(C(C)C)cc3N2)cc1,1%
O=C(NCCc1ccccc1Cl)c1ccc2c(c1)nc1n2CCOC1,24%
O=c1c2cn[nH]c2nc(SCc2cccc(Br)c2)n1-c1ccc(Cl)cc1,-2%
COc1ccc(N2CCN(S(=O)(=O)c3ccc(-c4cc(C(F)(F)F)on4)s3)CC2)cc1,2%
CCCN1Cc2cccc(C(=O)Nc3ccc(C(C)=O)cc3)c2C1=O,-6%
Cc1cc(C)n(-c2nc3cc(Cl)ccc3nc2N2CCN(c3cccc(C)c3C)CC2)n1,1%
CCc1ccc(-n2c(SCc3nc(-c4cc(OC)ccc4OC)no3)nnc2-c2ccccc2)cc1,9%
COc1cc(NC(=O)C(CC(C)C)NS(=O)(=O)c2ccc3c(c2)CCN3C(C)=O)cc(OC)c1 (stereo unspecified),-1%
COCCNC(=O)C(=O)NCC(c1ccc2c(c1)OCO2)N1CCOCC1 (stereo unspecified),0%
CCOC(=O)c1cc(OC(=O)c2ccc(Cl)cc2)n(-c2ccccc2)n1,8%
CCOC(=O)c1ccc(Nc2nc3ccccc3n3c(C)nnc23)cc1,5%
CCC1CCCCN1C(=O)c1nn(-c2ccc(OC)cc2)c(=O)c2c1c1ccccc1n2C (stereo unspecified),-2%
Cc1ccc(CNC(=O)c2ccc(CSCc3cccc(C)c3)o2)cc1,-9%
Cc1ncc(CO)c2c1Oc1nc(-c3ccccc3Cl)nc(SCc3ccccc3F)c1C2,2%
Cc1cc(C)c(NC(=O)Cn2c(=O)n(CCCCC(=O)NCc3ccccc3Cl)c(=O)c3ccccc32)c(C)c1,1%
CCC(=O)Nc1ccccc1-c1nc2ccccc2n(C(C)C(=O)Nc2cccc(Cl)c2C)c1=O (stereo unspecified),4%
CCOc1ccc(CNC(=O)C2CCN(S(=O)(=O)c3cn(C)cn3)CC2)cc1OC,0%
Cc1cccc(N2CCN(S(=O)(=O)c3ccc4oc(=O)c5ncn(C)c5c4c3)CC2C)c1 (stereo unspecified),-2%
CCOC(=O)c1nnc2c(-c3ccc(OC)cc3)c(C)nn2c1N,?
CCOC(=O)COc1ccc(C)cc1C(=O)c1ccn2nc(-c3ccc(Cl)cc3)cc2n1,-8%
CCOC(=O)c1c(-c2ccccc2)oc2cc(Br)c(OCc3ccccc3)cc12,0%
Cc1ccc(C)c(N2CCN(C(=O)c3cc(C)nc4c3c(C)nn4-c3cccc(F)c3)CC2)c1,12%
COc1cc(Nc2ncc3c(n2)CCN(Cc2cc(F)cc(F)c2)C3)cc(OC)c1,-7%
COc1ccc2cc(-c3nc4ccc(C(=O)O)cc4[nH]3)c(=O)oc2c1,-8%
Cc1c(C(=O)NCc2cccc(F)c2)oc2c1-c1[nH]ncc1CC2,-10%
COc1ccc(-c2nnc(SCC(=O)N3CCC(C)CC3)o2)cc1,2%
O=C(Nc1ccc(F)cc1)c1cccc(N2CCCS2(=O)=O)c1,26%
COc1cc(OC)cc(C(=O)Nc2cc3c(cc2N2CCCCC2)n(C)c(=O)n3C)c1,0%
CCOc1ccccc1CN(CCc1ccc2c(c1)OCO2)Cc1cccc(OC)c1OC,-3%
CCOC(=O)c1ccc(NC(=O)c2cc3c(n(-c4ccc(C)cc4)c2=O)CC(C)(C)CC3=O)cc1,-6%
Cc1cn2c(=O)c(S(=O)(=O)NCc3ccccc3Cl)c(C)nc2s1,1%

# Four compounds picked at random from the list so far:
SMILES,Sm TGR inh
Cc1c(C(=O)NCc2cccc(F)c2)oc2c1-c1[nH]ncc1CC2,-10%
COc1cc(OC)cc(C(=O)Nc2cc3c(cc2N2CCCCC2)n(C)c(=O)n3C)c1,0%
COc1cc(Nc2ncc3c(n2)CCN(Cc2cc(F)cc(F)c2)C3)cc(OC)c1,-7%
CCOC(=O)c1ccc(NC(=O)c2cc3c(n(-c4ccc(C)cc4)c2=O)CC(C)(C)CC3=O)cc1,-6%

# An excerpt from above in order of molecular weight, smallest number first.
SMILES,Sm TGR inh
Cc1c(C(=O)NCc2cccc(F)c2)oc2c1-c1[nH]ncc1CC2,-10%
COc1ccc(-c2nnc(SCC(=O)N3CCC(C)CC3)o2)cc1,2%
COc1cc(Nc2ncc3c(n2)CCN(Cc2cc(F)cc(F)c2)C3)cc(OC)c1,-7%

# In the list so far, four have a furan ring, fused or not.
SMILES,Sm TGR inh
O=C(NC1CC(=O)N(c2ccc(F)cc2)C1)c1ccco1 (stereo unspecified),8%
Cc1ccc(CNC(=O)c2ccc(CSCc3cccc(C)c3)o2)cc1,-9%
CCOC(=O)c1c(-c2ccccc2)oc2cc(Br)c(OCc3ccccc3)cc12,0%
Cc1c(C(=O)NCc2cccc(F)c2)oc2c1-c1[nH]ncc1CC2,-10%

# 6 successive entries already listed:
SMILES,Sm TGR inh
Cc1ccc(C)c(N2CCN(C(=O)c3cc(C)nc4c3c(C)nn4-c3cccc(F)c3)CC2)c1,12%
COc1cc(Nc2ncc3c(n2)CCN(Cc2cc(F)cc(F)c2)C3)cc(OC)c1,-7%
COc1ccc2cc(-c3nc4ccc(C(=O)O)cc4[nH]3)c(=O)oc2c1,-8%
Cc1c(C(=O)NCc2cccc(F)c2)oc2c1-c1[nH]ncc1CC2,-10%
COc1ccc(-c2nnc(SCC(=O)N3CCC(C)CC3)o2)cc1,2%
O=C(Nc1ccc(F)cc1)c1cccc(N2CCCS2(=O)=O)c1,26%

# New compounds follow.
SMILES,Sm TGR inh
Cc1ccc(N2CCN(C(=O)c3c(C)oc4ncnc(N5CCOCC5)c34)CC2)c(C)c1,4%
COc1ccc(CC(=O)NC2CC(=O)N(c3cccc(F)c3)C2)cc1 (stereo unspecified),0%
O=C(CCOc1ccccc1)N(Cc1cccnc1)c1nc2c(F)cc(F)cc2s1,5.6µM*
CN(C(=O)NCc1noc2ccccc12)c1cccc(Cl)c1,-7%
O=C(Nc1cc2ccc(O)cc2oc1=O)c1ccccc1,6%
Cc1cccc(C(=O)Nc2c(-c3ccc(F)cc3)nc3ccccn23)c1,-13%
Cc1ccc(CC(=O)NCc2nc(-c3ccccc3)no2)cc1,14%
O=c1nc2n(-c3ccccc3F)c3ccccc3cc-2c(=O)[nH]1,-4%
CS(=O)(=O)N1CCC(N2CCN(Cc3ccc(F)cc3)C(=O)C2=O)CC1,1%
O=C(CSc1nc2c([nH]c3ccccc32)c(=O)n1-c1cccc(Cl)c1)c1ccccc1,5%
Cc1ccc(C)c(NC(=O)c2nnn(CC(=O)Nc3cccc(C)c3C)c2N)c1,10%
Cc1csc2nc(CCNS(=O)(=O)c3ccccc3)cn12,-3%
CCCCOC(=O)c1ccc(NC(=O)c2cnc3ccc(C)cn3c2=O)cc1,5%
N#Cc1cccc(NC(=O)CSc2nc3c(cc2C#N)N2CCC3CC2)c1,-8%
CCCn1c(=O)c2sccc2n2c(CCCC(=O)N3CCN(c4ccccc4OC)CC3)nnc12,4%
Cc1ccc(-c2cc(C(F)(F)F)c(C#N)c(SCC(=O)Nc3ccccc3F)n2)cc1,?
CN1C(=O)C(C)(C)c2cc(S(=O)(=O)NCc3ccc(C(=O)Nc4ccc(Cl)cc4)cc3)ccc21,-4%
CCc1ccc(-n2c(N3CCN(c4cccc(C)c4C)CC3)nc3ccccc3c2=O)cc1,-1%
COc1cccc(CNC(=O)Cc2ccc(NC(=O)N3CCSc4ncccc43)cc2)c1OC,7%
Cc1cc(C)cc(Oc2nc3c(C)cccn3c(=O)c2/C=C(\C#N)c2nc3ccccc3s2)c1,1%
COc1cccc(CCNC(=O)c2c(O)nc3cc(C)ccn3c2=O)c1,-9%
CCOC(=O)N1CCc2c(sc(NCc3cccs3)c2C(=O)Nc2cc(OC)ccc2OC)C1,-33%
Cc1ccc2oc(-c3cc(NC(=O)Cc4ccccc4)ccc3Cl)nc2c1,1%
O=C(NCC(c1ccco1)S(=O)(=O)c1cccs1)c1ccccc1F (stereo unspecified),11µM*
COc1ccc(Cl)cc1C(=O)NCc1nnnn1-c1ccccc1,-2%
COc1ccc(C)cc1NC(=O)CN(C)S(=O)(=O)c1ccc2[nH]c(=O)oc2c1,3%
Cc1nc(-c2ccccc2)sc1-c1ccc(SCC(=O)Nc2ccc(F)cc2F)nn1,1%
COc1ccc(CNC(=O)c2c(O)nc3cc(C)ccn3c2=O)cc1,?
CCCCNC(=O)c1nn(-c2ccc(CC)cc2)nc1CO,-2%
Cc1cc(O)c(C(c2ccccc2Cl)N2CCN(c3ccccc3)CC2)c(=O)n1Cc1ccco1 (stereo unspecified),2.8µM*
Cc1ccc2c(c1)-c1onc(C(=O)N(C)c3cccc(C(F)(F)F)c3)c1CO2,-23%
CC(C)Cn1c(-c2ccccc2Cl)nc2ccccc21,6%
CCCOc1cccc(C(=O)N(Cc2sccc2C)C2CCS(=O)(=O)C2)c1 (stereo unspecified),4%
COC(=O)CSc1nnc(-c2cccc(O)c2)o1,5%
COc1cc(NC(=O)CN2CCN(S(=O)(=O)c3ccc(Br)cc3)CC2)cc(OC)c1,-3%
CC1=C(C(=O)OCc2ccc(C)cc2)C(c2cccc(F)c2F)CC(=O)N1 (stereo unspecified),-7%
Cc1ccc(NC(=O)C(Cc2ccccc2)n2cccc2)c(C)c1 (stereo unspecified),-10%
CCCCn1c(SCc2ccccc2C#N)nc2c(sc3ccccc32)c1=O,-3%
COc1ccccc1Nc1nn2c(=O)c3ccc(C(=O)NCc4ccc(F)cc4)cc3nc2s1,-2%
Cc1ccccc1NC(=O)Cn1cc(C(=O)c2cccs2)c2ccccc21,0%
Oc1cccc(Nc2cc(-c3ccccc3)ncn2)c1,-5%
CCCN(Cc1cccs1)C(=O)Nc1cc(Cl)c(OC)cc1OC,0%
COc1ccccc1/C=C(\C#N)C(=O)NCC1CCCO1 (stereo unspecified),-9%
CCC(=O)C1=C(c2ccc(F)cc2)N(C(=O)CC)n2c(nnc2C2CCCCC2)S1,16%
Cc1ccc(C)c(N2CCN(C(=O)Cn3nc(C)c4sc5ccccc5c4c3=O)CC2)c1,1%
Cc1cccc(CNC(=O)c2cnc3c(-c4cccc(C)c4)c(C)nn3c2C)c1,-2%
CC(=O)Nc1ccc(NC(=O)C2CCCN2S(=O)(=O)c2ccc3c(c2)CCCC(=O)N3)cc1 (stereo unspecified),-16%
COc1ccc(F)cc1S(=O)(=O)NCCc1csc2nc(-c3cccc(C)c3)nn12,11%
O=C(c1cccs1)c1cn(CCOc2ccc(Cl)cc2)c2ccccc12,-6%
CCOC(=O)c1c(C)c(-c2ccccc2)n(CC(=O)Nc2cccc(C)c2C)c1C,9%
# Other compounds
SMILES,Sm TGR inh
COc1ccc(CCC(=O)NCCc2csc(-c3cccc(F)c3)n2)cc1,-4%
COc1ccc(N2CCN(CCCNC(=O)c3cnn(-c4ccc(F)cc4)c3-n3cccc3)CC2)cc1,0%
Cc1cc(C)cc(NC(=O)CSc2oc(-c3ccccc3)nc2S(=O)(=O)c2ccccc2)c1,-3%
COc1ccc(CNC(=O)Cn2ncc3c4ccccc4n(Cc4cccc(Cl)c4)c3c2=O)cc1,0%
CCOC(=O)N1CCN(Cc2nc3cc(NC(=O)c4cccc(C)c4)ccc3n2C(C)C)CC1,3%
Cn1c(=O)c2c(nc(CN3CCN(c4ccccc4F)CC3)n2Cc2ccccc2F)n(C)c1=O,2%
COc1ccc(N2CCN(Cc3cccn3-c3nnc(N4CCN(C5CCCCC5)CC4)s3)CC2)cc1,-16%
Cc1ccc(NC(=O)C2CCCN2S(=O)(=O)c2ccc3nc(-c4ccccc4)[nH]c3c2)cc1F (stereo unspecified),-1%
Cc1cccc(CCNC(=O)C2CCC(CNS(=O)(=O)c3c(C)cc(C)cc3C)CC2)c1 (stereo unspecified),21%
COc1ccc(C(=O)NNc2ncnc3c2cnn3-c2ccccc2)cc1,1%
CC(C)(Oc1ccc(Cl)cc1)C(=O)Nc1ccc(-c2nc3ncccc3o2)cc1,10%
Cc1oc2ncn(CC(C)C)c(=O)c2c1C(=O)NC(C)c1ccccc1 (stereo unspecified),-5%
CCOC(=O)c1cnc2c(C)cc(Cl)cc2c1NCCc1ccc(OC)c(OC)c1,-2%
CC(C)(C)c1ccc(C(=O)Nc2ccc(NC(=O)c3ccc(Cl)c(Cl)c3)cc2)cc1,2%
CCOc1ccc(NC(=O)c2sc3nc(-c4ccc(OC)cc4)cn3c2C)cc1,0%
Cc1cc(C)n2nc(SCC(=O)Nc3cc(Cl)ccc3C)nc2n1,-4%
CCCCCNc1nc2c(-c3ccccc3)nnn2c2ccccc12,4%
Cn1c(SCc2ccccc2F)nc2c([nH]c3ccccc32)c1=O,8%
CCS(=O)(=O)c1ccccc1C(=O)Nc1ccc(-c2nc3ccccc3s2)cc1,9%
C=Cc1ccc(Cn2c(C(=O)O)c(CNCc3ccccc3)c3ccc(OC)cc32)cc1,2%
Cc1ccc(-n2c(COCC(=O)O)nc3cccnc32)cc1,-7%
CCOc1ccc(NC(=O)Cn2cc(C(=O)c3ccc(OCC)cc3)c(=O)c3cc4c(cc32)OCCO4)cc1,-5%
